HTT aggregate: inhibitors of mutant huntingtin aggregate formation in PC12 cells. PC12 HttQ103-GFP aggregates, Acumen cytometry, 40 h. Potency, µM (doses to about 46.1 µM), without a hit: at the highest dose activity change, negative = inhibition, hits mostly inhibitors. actives 1.1% (n = 220,000). AID 1688; also: potency is read from the fitted curve at half-maximal effect; % is scaled to controls: 0 for no effect and ±100 for the full control effect; nearly all actives have a fitted effect of over 60% in size
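Steps: seed 1500 PC12 HTTQ103-GFP cells/well; add tebufenozide, 100 nM final; add compound titration; add ATPLite reagent; quantify GFP aggregates by laser scanning cytometry.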
HTT ATP protect: cytoprotection in Huntington HTT-Q103 PC12 cell model; actives 0.14% (n = 230,000); AID 1471; Potency, µM (series often up to 56.4 µM), for the others: cytoprotection (ATP increase), usual class: activators; PC12 HTT-Q103 induced, cytoprotection, ATP luminescence, 40 h;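 also: potency is read from the fitted curve at half-maximal effect; % of control where 0% means no effect; nearly all actives have a fitted effect of over 45% in size; toxic huntingtin expression switched on by the ecdysone agonist tebufenozide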
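Stable PC12 Q103-GFP cells in serum-supplemented, phenol red-free DMEM; induction by tebufenozide at 100 nM final; compound dose series; cell viability quantified luminescently from ATP.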
LMNA splice mod: LMNA splicing modulation. Potency, µM (series often up to 46.1 µM), for inactives: at the top dose ratio change, negative = inhibition, actives largely listed as inhibitors. HeLa LMNA splicing GFP/RFP minigene ratio, 48 h. actives 0.01% (n = 200,000); active = well fitted inhibition curve with a large enough effect in the signal ratio, with a control signal flat, not every such curve was filed as active; inconclusive = small, poorly fitted or top-dose-only effect, or effect the other way, or a change in a side signal; the % refers to the signal ratio; also: potency is read from the fitted curve at half-maximal effect; % is scaled to controls: 0 for no effect and ±100 for the full control effect
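S3 HeLa stable clones carrying a lamin A-EGFP splicing minigene plus DsRed2 were seeded at 600 cells/well in Opti-MEM with 2% FBS, pin-dosed and incubated 48 h at 37°C. Acumen cytometry (488 nm) gave the GFP/RFP total-intensity ratio.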
SMN2 splice up: SMN2 splice variant enhancement; HEK293 SMN2-luciferase splicing reporter, luminescence, 30-36 h; Potency, µM (highest dose often 46.1 µM), for the others: at the top dose activity change, positive = activation, most hits filed as activators; actives 2.8% (n = 210,000); AID 1458; also: potency is read from the fitted curve at half-maximal effect; % of control where 0% means no effect; nearly all actives have a fitted effect of over 55% in size
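qHTS luciferase splicing reporter: luminescence rises when SMN2 exon 7 is included in transfected HEK293 cells. Compound exposure lasted 30-36 h at 37C, with 4.5 mM final sodium butyrate as control, followed by a ONE-Glo read.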
CBFb RUNX1 block: CBF-beta/RUNX1 interaction disruption; Potency, µM (doses to about 59.8 µM), for inactives: at the top dose activity, negative = inhibition, usual class: inhibitors; AlphaScreen CBFb-His/RUNX1-biotin binding, biochemical; Q01196+Q13951; AID 1477; 230,000 tested, under 10 active; also: % of control where 0% means no effect
Target sequence (Q01196 whole entry, looked up): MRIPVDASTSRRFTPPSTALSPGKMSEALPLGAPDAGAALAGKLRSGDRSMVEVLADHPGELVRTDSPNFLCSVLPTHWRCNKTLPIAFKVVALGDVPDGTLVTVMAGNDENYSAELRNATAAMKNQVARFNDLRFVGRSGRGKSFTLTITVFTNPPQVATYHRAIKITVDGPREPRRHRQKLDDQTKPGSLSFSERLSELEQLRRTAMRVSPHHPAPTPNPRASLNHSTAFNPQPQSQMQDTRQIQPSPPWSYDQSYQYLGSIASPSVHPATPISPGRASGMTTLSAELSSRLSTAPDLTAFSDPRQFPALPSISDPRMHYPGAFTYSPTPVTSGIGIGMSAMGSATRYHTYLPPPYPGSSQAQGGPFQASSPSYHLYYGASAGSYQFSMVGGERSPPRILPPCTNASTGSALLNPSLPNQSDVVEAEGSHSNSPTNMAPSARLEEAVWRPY
Target sequence (Q13951 whole entry, looked up): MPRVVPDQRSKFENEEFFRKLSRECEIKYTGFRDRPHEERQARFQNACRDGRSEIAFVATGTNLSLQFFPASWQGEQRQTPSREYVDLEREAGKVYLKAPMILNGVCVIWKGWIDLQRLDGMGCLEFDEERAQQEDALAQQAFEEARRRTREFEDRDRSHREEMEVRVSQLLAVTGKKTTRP
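Compounds were screened at multiple concentrations against a preformed CBF-beta(His)/RUNX1(biotin) complex (30 nM of each) for 15 min at room temperature, followed by 90 min with nickel and streptavidin beads and AlphaScreen reading.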
IMPase Li inh: IMPase inhibition in cells with lithium potentiation. Potency, µM (series often up to 59.4 µM), for inactives: at the highest dose activity, negative = IMPase inhibition, usual class: inhibitors. CHO-M1 cells, IP1 TR-FRET (IP-One), carbachol + lithium. actives 0.35% (n = 210,000);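 also: IP1 builds up when IMPase is blocked and the TR-FRET signal falls; potency is read from the fitted curve at half-maximal effect; plate controls were basal vehicle for no effect and high inhibitor control for full effect; nearly all actives have a fitted effect of over 50% in size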
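Test compounds were applied to CHO-M1 cells previously cultured for 16–30 h at 2000 per well. A small lithium amount accompanied them; after 30 min at 37C, IP1 was quantified by TR-FRET.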
Luc counter: counter-screen: inhibitors of Kinase-Glo firefly luciferase | Q27757 | Kinase-Glo luciferase, ATP luminescence, 8 min | Potency, µM (top dose mostly 38.3 µM), inactives show at the top dose activity change, negative = inhibition, most hits filed as inhibitors | actives 0.28% (n = 200,000) | AID 1379; also: potency is read from the fitted curve at half-maximal effect; % is scaled to controls: 0 for no effect and ±100 for the full control effect; nearly all actives have a fitted effect of over 60% in size
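Inhibition of Kinase-Glo luciferase light generation was assessed at 10 uM ATP in pH 7.2 imidazole buffer, with luminescence measured after eight minutes at ambient temperature.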
Active calls of the source: *; ? = inconclusive; . = no result given; & = joins results of further samples; [ ] = another dose, or the depositor's remark. Unless noted, calls follow the shape of the dose curve; as a rule, active = well fitted curve in the direction sought with a large enough effect; inconclusive = small, poorly fitted or top-dose-only effect, or another doubt; inactive = no such curve, though single readings can be large; an effect the other way counts as inactive or inconclusive. Outcome played no part in choosing rows, and some 4% of all compounds hit somewhere here.

Start of the listing, in advance, 3 compounds:
Labels used below – A = HTT aggregate; B = HTT ATP protect; C = LMNA splice mod; D = SMN2 splice up; E = CBFb RUNX1 block; F = IMPase Li inh; G = Luc counter
Cc1nnc(SCC(=O)Nc2ccc3c(c2)COC3=O)n1-c1ccccc1
  A: -21% | B: -11% | C: -8% | D: 14% | E: 14% | F: 27%[38.3 µM] | G: -1%
COc1ccc(NC(=S)N2CCNC(=O)C2CC(=O)Nc2ccc(C)cc2)cc1 (stereo not given)
  A: 15% | B: 38%[10 µM] | C: -5% | D: 3% | E: -3% | F: 8% | G: 1%
Cc1ccc(NC(=O)Nc2c(C)n(C)n(-c3ccccc3)c2=O)cc1C
  A: 4% | B: 4% | C: . | D: 10% | E: 1% | F: -8% | G: 5%

Results, previewed entries included:
Labels used below – A = HTT aggregate; B = HTT ATP protect; C = LMNA splice mod; D = SMN2 splice up; E = CBFb RUNX1 block; F = IMPase Li inh; G = Luc counter
Cc1nnc(SCC(=O)Nc2ccc3c(c2)COC3=O)n1-c1ccccc1
  A: -21% | B: -11% | C: -8% | D: 14% | E: 14% | F: 27%[38.3 µM] | G: -1%
COc1ccc(NC(=S)N2CCNC(=O)C2CC(=O)Nc2ccc(C)cc2)cc1 (stereo not given)
  A: 15% | B: 38%[10 µM] | C: -5% | D: 3% | E: -3% | F: 8% | G: 1%
Cc1ccc(NC(=O)Nc2c(C)n(C)n(-c3ccccc3)c2=O)cc1C
  A: 4% | B: 4% | C: . | D: 10% | E: 1% | F: -8% | G: 5%
CCc1ccccc1OCC(=O)OCC(=O)N1CC(=O)Nc2ccccc21
  A: -11% | B: -24% | C: 19%[46 µM] | D: 4% | E: 14% | F: 10% | G: -1%
Cc1ccc(NC(=O)CN(C)C(=O)Cn2ccsc2=N)cc1
  A: 15% | B: -40%[inhibitor] | C: 0%[46 µM] | D: 8% | E: 10% | F: 0% | G: -2%
COc1cc(C(=O)NCc2ccc3[nH]c(C)cc3c2)cc(OC)c1OC
  A: 30% | B: . | C: . | D: ? | E: -10% | F: -2% | G: 1%
CCn1c(=O)cc(N2CCCCC2)[nH]c1=O
  A: 13% | B: -16% | C: 14% | D: 6% | E: 3% | F: -2%[38.3 µM] | G: -1%
O=C(COC(=O)c1ccccn1)Nc1nccs1
  A: -1% | B: -15% | C: 1% | D: -13% | E: 1% | F: -19%[38.3 µM] | G: -7%
COc1cc2c(c3oc(-c4ccccc4)cc(=O)c13)C=CC(C)(C)O2
  A: 10%[9.22 µM] | B: 13%[10 µM] | C: . | D: . | E: 9% | F: 16% | G: .
Clc1ccc(-c2nnnn2-c2ccc(Cl)cc2)cc1
  A: 2%[9.22 µM] | B: 2%[10 µM] | C: . | D: . | E: 17% | F: . | G: .
CCCCn1c(=O)[nH]c(=O)c2c1nc(COc1ccc(C#N)cc1)n2CCC
  A: 4% | B: 8%[10 µM] | C: 21% | D: -22% | E: 4% | F: 33%[38.3 µM] | G: 1%
O=c1cc(O)nc[nH]1
  A: -40%[9.22 µM] | B: 9%[10 µM] | C: . | D: . | E: 14% | F: . | G: .
OCCN1CCOCCN(CCO)CCOCC1
  A: -1% | B: 5% | C: 4% | D: -9% | E: 6% | F: 2%[38.3 µM] | G: -2%
c1ccc(CN(Cc2cccs2)C(c2cccs2)c2nnnn2C2CCCC2)cc1 (stereo not given)
  A: ? | B: 9% | C: ? | D: -21% | E: 5% | F: 30%[38.3 µM] | G: 0%
COc1ccc(/C=N/NC(=O)c2ccc(Cl)cc2)cc1Cn1cc(Cl)cn1
  A: -14% | B: 2%[10 µM] | C: -10% | D: -5% | E: 8% | F: -3% | G: 2%
CC(=O)c1cn(-c2ccc(Cl)cc2)c(=O)n(Cc2ccc(F)cc2)c1=O
  A: 18% | B: 1% | C: 26%[46 µM] | D: -2% | E: 5% | F: 8% | G: 2%
Cc1ccccc1-c1nc(CS(=O)(=O)CC(=O)N2CCc3ccccc3C2)c(C)o1
  A: -4% | B: -2%[10 µM] | C: -13% | D: -5% | E: 9% | F: 21%[38.3 µM] | G: 0%
CCOC(=O)c1cc2c(ccn2C)n1CC(=O)N1CCN(c2ccccc2OC)CC1
  A: -4% | B: -14% | C: ? | D: 8% | E: -11% | F: 4%[38.3 µM] | G: -3%
CCOC(=O)c1cc(C#N)c(Nc2ccc(C)cc2)nc1C(F)(F)F
  A: -1%[9.22 µM] | B: 5%[10 µM] | C: . | D: . | E: 0% | F: . | G: .
Nc1cc(N2CCCC2)ccc1[N+](=O)[O-]
  A: -10%[9.22 µM] | B: -3%[10 µM] | C: ? | D: . | E: 4% | F: 1% | G: -2%
Cn1cnnc1SCc1ccccc1Br
  A: 3%[9.22 µM] | B: 3% | C: 1% | D: 2% | E: 5% | F: -12%[38.3 µM] | G: 0%
CCC(=O)NC(=S)NNC(=O)COc1ccc(Br)cc1
  A: . | B: . | C: 14%[46 µM] | D: -7% | E: -2% | F: -9% | G: -4%
Cc1ccnc2nc(C(=O)OCCOc3ccccc3)nn12
  A: 7% | B: 9%[10 µM] | C: -10% | D: 3% | E: 1% | F: -32%[38.3 µM] | G: 0%
O=S(=O)(c1ccc2c(c1)OCCO2)N1CCC(c2nc3ccc(Cl)cc3[nH]2)CC1
  A: -21% | B: -44%[inhibitor] | C: ? | D: . | E: 2% | F: 52%[activator][38.3 µM] | G: 5%
CCc1cccc(CC)c1NC(=O)c1cccc(NC(=O)c2ccccc2)c1
  A: 3% | B: 0%[10 µM] | C: -11% | D: -1% | E: -1% | F: 3%[38.3 µM] | G: -1%
CCOC(=O)CSc1nc2cc3c(cc2cc1C#N)OCCO3
  A: -9%[9.22 µM] | B: 2%[10 µM] | C: -1%[46 µM] | D: 5.6µM* | E: 9% | F: -29% | G: 1%
Cc1c(Cl)cccc1N1C(=O)CC(NNC(=O)c2cccs2)C1=O (stereo not given)
  A: 7% | B: 7%[10 µM] | C: -19%[46 µM] | D: 3% | E: 4% | F: 10% | G: 3%
O=C(CSc1nnc(-c2ccccc2)n1Cc1ccccc1)N1CCCC1
  A: -12% | B: -4%[10 µM] | C: ? | D: -14% | E: 6% | F: 3%[38.3 µM] | G: -1%
CC(=O)CSCc1ccccn1
  A: . | B: 19%[10 µM] | C: . | D: -13%[9.22 µM] | E: . | F: 0% | G: -4%[7.66 µM]
CCC(=O)N1CCc2cc(S(=O)(=O)NCCC(=O)N3CC=C(c4ccccc4)CC3)ccc21
  A: ? | B: -26% | C: ? | D: -35%[inhibitor] | E: -1% | F: 14%[38.3 µM] | G: 2%

Shown with values under each structure: 3 of the compounds above
Screens in order – HTT aggregate, HTT ATP protect, LMNA splice mod, SMN2 splice up, CBFb RUNX1 block, IMPase Li inh, Luc counter
- CC(=O)CSCc1ccccn1
  ., 19%[10 µM], ., -13%[9.22 µM], ., 0%, -4%[7.66 µM]
- O=S(=O)(c1ccc2c(c1)OCCO2)N1CCC(c2nc3ccc(Cl)cc3[nH]2)CC1
  -21%, -44%[inhibitor], ?, ., 2%, 52%[activator][38.3 µM], 5%
- O=C(CSc1nnc(-c2ccccc2)n1Cc1ccccc1)N1CCCC1
  -12%, -4%[10 µM], ?, -14%, 6%, 3%[38.3 µM], -1%

(continued)
Labels used below – A = HTT aggregate; B = HTT ATP protect; C = LMNA splice mod; D = SMN2 splice up; E = CBFb RUNX1 block; F = IMPase Li inh; G = Luc counter
CCN(CC)C(=O)/C=C/c1ccc(OC)c(S(=O)(=O)N2CCCCC2)c1
  A: -18% | B: -49%[inhibitor] | C: . | D: -20% | E: -7% | F: 0% | G: 12%
COc1ccccc1Oc1cc(C#N)c(C#N)cc1-n1nnc2ccccc21
  A: -1% | B: 23% | C: ? | D: -42%[inhibitor] | E: 2% | F: 10%[38.3 µM] | G: 0%
CCOC(=O)N1CCC(NC(=O)c2cc3cc4cc(OC)ccc4nc3o2)CC1
  A: -19% | B: 3% | C: ? | D: -21% | E: 7% | F: -5%[38.3 µM] | G: -4%
NCCNC(=O)c1ccc(Cl)cc1
  A: . | B: -3% | C: -11% | D: 9% | E: 2% | F: 1%&9% | G: -4%&3%
CC1CN(c2nc3ccccc3nc2C(C#N)C(=O)NC2CCCCC2)CC(C)O1 (stereo not given)
  A: -17% | B: -7% | C: ? | D: 4% | E: 0% | F: 2%[38.3 µM] | G: 0%
COc1ccc(-c2[nH]ncc2CN2CCC(OCc3ccccc3)CC2)c(F)c1
  A: 12%[9.22 µM] | B: 8%[10 µM] | C: ? | D: . | E: -3% | F: 4% | G: -6%
COC(=O)COc1ccccc1C(=O)Nc1ccc(OC)cc1
  A: 0% | B: 2%[10 µM] | C: -11% | D: -4% | E: 8% | F: 4% | G: -3%
N#Cc1ccc(-c2csc(NC(=O)c3cc(-c4cccs4)nc4ccccc34)n2)cc1
  A: -6%[9.22 µM] | B: 16%[10 µM] | C: . | D: . | E: 14% | F: . | G: .
CC(=O)NCC(=O)N(Cc1ccco1)C1(C(=O)NC2CCCCC2)CCCCC1
  A: 31% | B: 22% | C: -2% | D: -6% | E: 14% | F: 18%[38.3 µM] | G: -4%
CCN(Cc1ccncc1)C(=S)NCc1ccccc1
  A: 14% | B: 0%[10 µM] | C: 4%[46 µM] | D: -7% | E: 5% | F: 2% | G: 6%
C=CCOc1c2ccc(C(=O)NCc3ccc(OC)cc3)cc2nn1C
  A: 14% | B: -2% | C: 10% | D: -7% | E: -2% | F: ? | G: 6%
CCOC(=O)CN1CC23C=CC(O2)C(C(=O)N2CCN(c4ccc(F)cc4)CC2)C3C1=O (stereo not given)
  A: 0% | B: -6% | C: -10% | D: 2% | E: 2% | F: 3% | G: 2%
O=C(O)c1cc2nc(-c3cccs3)cc(C(F)(F)F)n2n1
  A: ? | B: . | C: . | D: 7% | E: 5% | F: -5% | G: -1%
CC(C)OC(=O)C1C(=O)CC(C)(O)C(C(=O)OC(C)C)C1c1cccc([N+](=O)[O-])c1 (stereo not given)
  A: -16% | B: 6% | C: . | D: -53%[inhibitor] | E: 0% | F: 4% | G: 0%
CCCc1n(CC)c2ccccc2[n+]1CC(O)COC1CCCCC1 (stereo not given)
  A: -10% | B: -22% | C: . | D: -23% | E: -1% | F: -2% | G: -4%
